STEP block: STEP phosphatase inhibitors, primary screen, biochemical, fluorescence intensity, uHTS; recombinant STEP, OMFP fluorogenic substrate; inhibition, % at 20 µM; 360,000 tested, 0.25% active; AID 588621, 2011;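 active = inhibition at 20 µM, scaled per plate between control wells, above about 37%, limit read from the data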;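 also: 0% = DMSO with enzyme and substrate and 100% = substrate only without enzyme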
Target sequence (P54829 whole entry, looked up): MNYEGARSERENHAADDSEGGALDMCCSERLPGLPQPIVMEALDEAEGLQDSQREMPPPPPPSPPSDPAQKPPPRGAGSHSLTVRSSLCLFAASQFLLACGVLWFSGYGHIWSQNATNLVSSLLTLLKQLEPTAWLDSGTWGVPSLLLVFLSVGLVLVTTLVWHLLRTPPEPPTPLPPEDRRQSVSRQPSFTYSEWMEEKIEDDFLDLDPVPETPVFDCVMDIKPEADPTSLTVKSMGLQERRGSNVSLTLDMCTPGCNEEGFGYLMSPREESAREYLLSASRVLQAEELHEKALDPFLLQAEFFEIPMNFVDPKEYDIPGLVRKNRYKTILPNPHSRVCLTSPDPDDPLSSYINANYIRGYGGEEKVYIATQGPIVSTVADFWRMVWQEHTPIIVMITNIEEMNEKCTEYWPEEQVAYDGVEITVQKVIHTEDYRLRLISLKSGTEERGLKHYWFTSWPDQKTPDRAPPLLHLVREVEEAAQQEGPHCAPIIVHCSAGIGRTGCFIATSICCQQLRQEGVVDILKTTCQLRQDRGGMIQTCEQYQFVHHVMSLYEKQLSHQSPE
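System: STEP (striatal-enriched tyrosine phosphatase) enzyme, cell-free; medium: Bis-Tris pH 6.0 buffer with DTT, detergent; dosing: 20 µM, 1% DMSO; times: reaction 20 min, ambient temperature; detection: fluorescence, 480/540 nm; read-out basis: normalized % inhibition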
NRP1-CendR mod: modulators of CendR peptide binding to NRP-1, primary screen, biochemical, fluorescence polarization, uHTS; FAM-RPARPAR peptide binding to NRP-1; inhibition, % at 25 µM; 360,000 tested, 0.85% active; AID 602438, 2012;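 active = inhibition or corrected inhibition above about 18%, plus a signal ratio from 0.5 to 1.5, limit read from the data, passing the limit was not always enough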; also: strong numbers were not always called active
LMPTP inh: LMPTP phosphatase inhibitors, primary screen, biochemical, fluorescence intensity, uHTS; Low molecular weight phosphotyrosine protein phosphatase (Homo sapiens), P24666; recombinant LMPTP-A, OMFP fluorogenic substrate; inhibition, % at 20 µM; 360,000 tested, 0.22% active;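 active = compounds that cut the enzyme signal by at least half of the control window in the single-dose screen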;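 also: plate controls were DMSO wells with enzyme plus substrate for no effect and substrate without enzyme for full effect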
Target sequence (P24666 whole entry, looked up): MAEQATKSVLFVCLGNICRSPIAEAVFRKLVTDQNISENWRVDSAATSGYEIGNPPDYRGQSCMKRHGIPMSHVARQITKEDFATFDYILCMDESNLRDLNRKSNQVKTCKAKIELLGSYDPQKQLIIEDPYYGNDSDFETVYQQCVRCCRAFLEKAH
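Test system – LMPTP-A enzyme · Amount – LMPTP-A at 0.625 nM final in the reaction · Buffer or medium – Bis-Tris pH 6.0, DTT, detergent · Reagent – OMFP 400 µM · Doses – single 20 µM dose · Schedule – reaction 50 min, room temperature, dark · Detection – fluorescence intensity of OMFP turnover product · Evaluation – percent inhibition versus substrate-only and uninhibited controls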
DNMT1 inh: human DNMT1 methyltransferase inhibitors, primary screen, biochemical, molecular beacon, fluorescence, HinP1I cleavage, uHTS; AID 588458, 2011; 360,000 tested, 0.83% active; inhibition (reported as % activation of signal), % at 10 µM; in the data active = inhibition above about 50%
Scp1 inh: Scp-1 phosphatase inhibitors, primary screen, biochemical, colorimetric, uHTS; 340,000 tested, 0.88% active; Recombinant Scp1, phosphopeptide, malachite green phosphate absorbance; inhibition, % at 20 µM; Carboxy-terminal domain RNA polymerase II polypeptide A small phosphatase 1 (Homo …;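 active = inhibition above about 50% at 20 µM, limit read from the data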;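 also: plate controls were DMSO wells with enzyme for no effect and wells lacking enzyme for full effect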
Target sequence (Q9GZU7 76-261 limits assumed): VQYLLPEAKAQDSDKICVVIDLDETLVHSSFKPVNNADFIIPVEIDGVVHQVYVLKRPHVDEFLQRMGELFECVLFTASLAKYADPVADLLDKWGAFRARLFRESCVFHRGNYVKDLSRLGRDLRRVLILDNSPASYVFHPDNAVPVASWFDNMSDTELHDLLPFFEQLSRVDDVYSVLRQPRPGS
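Test system – truncated SCP-1 phosphatase (76-261aa) · Reagent – Phosphorylated 17-residue peptide substrate · Incubation – 45 min room-temperature reaction, 5 min colour, 30 min stabiliser · Detection – colorimetric phosphate reagent with accelerator and stabiliser, absorbance at 630 nm · Measure – % inhibition at 20 µM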
Neddyl block: inhibitors of cullin neddylation, primary screen, biochemical, TR-FRET, uHTS, NAE and Ubc12; NEDD8-conjugating enzyme Ubc12 (Homo sapiens) + NEDD8-activating enzyme E1 regulatory …; calls only at 25 µM; 360,000 tested, 0.58% active; AID 651699, 2012; in the data active = inhibition above about 36%
SUMO1-SIM PPI: modulators of SUMO1 protein-protein interactions, primary screen, biochemical, uHTS | Small ubiquitin-related modifier 1 (Homo sapiens), P63165 | SUMO1 binding to a labelled peptide, TR-FRET, 1 h | inhibition, % at 20 µM | 360,000 tested, 0.33% active | AID 602429, 2012; in the data active = inhibition above about 37%
Target sequence (P63165 whole entry, looked up): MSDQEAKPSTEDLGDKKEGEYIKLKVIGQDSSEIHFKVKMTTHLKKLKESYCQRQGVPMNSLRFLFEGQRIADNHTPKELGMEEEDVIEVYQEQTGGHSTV
SKN-1 block: suppressors of acrylamide-induced Pgst-4::GFP reporter in worms, primary screen, SKN-1 inhibitor project, whole organism, uHTS, GFP/RFP fluorescence ratio, strain VP596. C. elegans VP596 Pgst-4::GFP/RFP ratio, 24 h. inhibition, % at 21.8 µM. 360,000 tested, 0.49% active;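 active = interference check ratio from 0.5 to 1.5 plus GFP to RFP signal ratio inhibition reaching or exceeding a fixed threshold, cut at about 30% in these data, passing the limit was not always enough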; also: some compounds called inactive have numbers as strong as hits
Tb MetRS inh: T. brucei MetRS inhibitors, primary screen, biochemical, luminescence. purified T. brucei MetRS, ATP depletion, Kinase-Glo luminescence. inhibition, % at 11.9 µM. 360,000 tested, 0.4% active. AID 624268, 2012;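 active = inhibition above a per-plate cutoff of the control wells' mean inhibition plus 3 SD, cut at about 5.5% in these data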;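 also: 0% = DMSO wells median and 100% = median of wells with control inhibitor compound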
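Assay system: T. brucei methionyl-tRNA synthetase, purified | Medium: HEPES buffer with MgCl2, KCl, DTT, spermine, BSA, pyrophosphatase | Compound: 11.9 µM single point | Incubation: 15 min enzyme-compound preincubation, 2 h reaction, 10 min detection, 25 °C | Measured by: Kinase-Glo luciferase luminescence reporting remaining unconsumed ATP | Measure: % inhibition normalized to control-well medians | Replication: Singlicate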
NadD inh: inhibitors of S. aureus NadD, primary screen, biochemical, colorimetric, uHTS. purified NadD enzyme, colorimetric absorbance read-out. inhibition, % at 20 µM. 360,000 tested, 0.78% active. AID 602399, 2012; in the data active = inhibition above about 26%; also: some compounds past the cut are filed as inactive
Numbers without * were called inactive; i = inactive; . = not tested or not shown.

SMILES | STEP block | NRP1-CendR mod | LMPTP inh | DNMT1 inh | Scp1 inh | Neddyl block | SUMO1-SIM PPI | SKN-1 block | Tb MetRS inh | NadD inh
COc1cc(Cl)c(S(=O)(=O)N2CCOCC2)cc1Cl | -3 | 8 | -0.9 | 1 | -1 | i | -2 | 5 | 0.1 | -2
Cc1cc(NN)nc(NS(=O)(=O)c2ccc(Cl)cc2)n1 | -2 | -1 | 1.8 | 1 | 1 | i | 2 | -6 | -0.5 | -4
O=C(NC1CCCc2c1cnn2-c1ccccc1F)c1ccccc1N1CCOCC1 (centres undefined) | -2 | 16 | 0.8 | 4 | 4 | i | -3 | 17 | -0.3 | 0
Cc1ccc2c(c1)NCC(C(=O)NCc1ccccc1)O2 (centres undefined) | -2 | 4 | -0.3 | -3 | -10 | i | 19 | 5 | -0.2 | 1
O=C(CSc1nc2nn(-c3ccccc3)c(=O)c-2c2n1CCCCC2)c1ccc(O)c(O)c1 | 3 | -74 | 68* | 2 | 49 | i | 3 | -5 | 0.1 | 57*
CC(NC(=O)C(=S)N1CCN(C)CC1)c1ccccc1 (centres undefined) | -3 | 0 | -0.5 | 2 | -12 | i | 4 | -9 | -0.5 | -4
O=S(=O)(c1ccccc1)N1CCSC1c1ccco1 (centres undefined) | 1 | -2 | 1.7 | 2 | -4 | i | 3 | -6 | -1.2 | -1
COc1ccccc1N1CC(C)(C)C(=O)N(C(=O)c2c(F)cccc2Cl)C1=S | 3 | 3 | 3.0 | -6 | -18 | i | 2 | 5 | -0.7 | -8
CNC(=O)c1ccsc1NC(=O)CS(=O)(=O)c1ccccc1 | 0 | -6 | -0.2 | -3 | 0 | i | 5 | -9 | -0.5 | -2
CC(C)c1ncc(CO)n1Cc1c(Cl)cccc1Cl | 0 | 1 | 2.0 | 2 | . | i | -6 | 0 | -0.1 | -2
O=C(N/N=C1/CCSC1)c1cccc([N+](=O)[O-])c1 | 0 | 1 | -2.0 | -7 | -11 | i | -14 | -16 | 0.1 | -1
CCN(C(=O)Cn1cnc2c1c(=O)n(C)c(=O)n2C)C1CCS(=O)(=O)C1 (centres undefined) | 2 | -17 | -1.3 | 4 | -8 | i | 5 | 6 | -0.2 | -1
CC(=O)Nc1ccccc1C(=O)C(=O)Nc1cccc(C(=O)N2CC(C)CC(C)C2)c1 (centres undefined) | 11 | -3 | -1.9 | 1 | -9 | i | 4 | -11 | -1.1 | -2
Cc1ccc(C(=O)Nc2cc(C(C)C)c(O)c(C(C)C)c2)cc1 | 2 | -25 | 1.3 | -2 | -8 | i | -4 | 2 | 0.1 | -5
Cc1ccc(OC(=O)CCC(=O)N2CCc3ccccc32)cc1 | 1 | -3 | 0.6 | -2 | -5 | i | -1 | 15 | -0.7 | -9
COc1cc(SC)ccc1C(=O)NCc1ccc(C)cc1 | 1 | 0 | 0.1 | -5 | 0 | i | 4 | 5 | -0.4 | -18
CC(=O)C1=C(O)C(=O)N(c2ccc(C)cc2)C1c1ccc([N+](=O)[O-])cc1 (centres undefined) | 0 | 13 | -1.3 | 1 | -1 | i | -12 | 5 | -0.7 | -1
CC(C)(C)S(=O)N1Cc2cc(C(=O)NCc3ccc(Oc4ccccc4)cc3)nc(-c3cccc(-c4cc5ccccc5o4)c3)c2[C@@H]1CCO (some centres undefined) | 3 | -12 | 2.4 | -45 | . | i | -37 | 17 | -0.6 | 32*
CC(C)C[C@@H](CN1CCC[C@H]1CN1C(=O)C(=O)NC[C@@H]1Cc1ccccc1)N1C[C@H](Cc2ccc(O)cc2)N(CCc2ccccc2)C(=O)C1=O | . | -8 | 0.3 | . | . | i | 1 | -9 | -1.1 | 24
O=C1CNC(=O)/C1=C/c1ccc(O)cc1 | -1 | -16 | -0.7 | 4 | 0 | i | -4 | -22 | -1.1 | -2
CC1CCCCC1NC(=O)Cn1nnc2ccccc2c1=O (centres undefined) | -3 | -7 | -0.4 | 0 | -3 | i | -11 | -7 | 0.3 | 6
Cc1ccc(/C=N/Nc2ccc(Cl)c(C(=O)O)c2)s1 | 0 | -14 | -0.3 | 2 | 1 | i | 1 | 1 | -0.2 | -6
O=C(Cn1nnc(-c2ccccc2)n1)NNC(=O)c1ccc(Br)cc1 | -1 | -1 | -0.5 | -3 | -7 | i | 1 | -7 | -0.1 | -2
COc1ccc(N(CC(=O)Nc2cc(C)ccc2C)S(=O)(=O)c2c(C)nn(C)c2C)cc1 | 0 | -2 | -1.2 | 2 | 2 | i | 1 | 12 | -0.6 | -3
O=C(c1ccc(F)cc1)N1CCOCC1 | -4 | 7 | -0.2 | 1 | -6 | i | -1 | -1 | 2.5 | -5
O=C(CCC(=O)c1ccc(Oc2ccccc2)cc1)Nc1cccc(Cl)c1 | 0 | -23 | -1.2 | 1 | -5 | i | 1 | 7 | -0.2 | 4
CCc1nc2c(OCc3ccccc3C(=O)OC)cccn2c1N(C)C(=O)Nc1ccccc1OC | -1 | -11 | -0.5 | 0 | . | i | -4 | 3 | -0.4 | 4
Cc1cc(C)cc(NC(=O)C2CCCN2S(=O)(=O)c2ccc3c(c2)C(C)(C)C(=O)N3C)c1 (centres undefined) | -2 | 7 | 1.2 | 0 | -16 | i | 1 | 10 | -0.5 | 1
Cc1ccc(OCCC(=O)O)cc1 | 1 | -15 | -1.8 | 33 | 14 | i | 1 | 10 | -0.2 | 1
CC(=O)N1c2ccccc2NC2=C(C(=O)CCC2)C1c1ccc(F)cc1 (centres undefined) | 2 | 8 | -1.2 | 1 | -9 | i | 3 | 10 | -0.1 | 2
CN(c1ccccc1)S(=O)(=O)c1cccc(NC(=O)CSc2ncc(C(F)(F)F)cc2Cl)c1 | 1 | 4 | 2.7 | 1 | -10 | i | -1 | -2 | -1.3 | 1
COc1ccc(/C=C/C(O)=C(\C#N)c2nnc(N3CCOCC3)n2-c2ccccc2)cc1OC | -1 | 5 | 1.2 | -2 | -7 | i | 0 | 2 | -0.2 | -15
CC1=C(C(=O)Nc2ccccc2)C(c2cccnc2)n2nc(-c3cccnc3)nc2N1 (centres undefined) | -2 | 2 | 0.5 | 1 | -12 | i | -1 | 13 | -0.3 | 2
COc1ccccc1CNC(=O)c1cc(-c2cc(F)ccc2OC(C)C)n[nH]1 | 1 | 3 | 0.9 | -4 | . | i | 4 | -2 | -0.2 | -5
COC(=O)Oc1cncc(C(=O)O)c1 | -5 | -2 | -1.1 | 9 | 3 | i | 3 | 3 | -0.7 | -4
O=C1CCc2cc(S(=O)(=O)NC3CCCCC3)cc3c2N1CC3 | 2 | 14 | -1.2 | 10 | 13 | i | 7 | 13 | -0.3 | -1
Cc1ccc(S(=O)(=O)N2CCN(C(=O)Cc3ccsc3)CC2)c(C)c1 | 0 | 6 | -0.9 | 1 | -8 | i | 5 | 5 | -0.4 | 1
O=C(Cc1cccc2ccccc12)Nc1ccc(N2CCOCC2)cc1 | 1 | 4 | 0.0 | -7 | -5 | i | -1 | -35 | 0.2 | -2
O=C(Nc1cccc(F)c1)c1ccc(S(=O)(=O)N2CCOCC2)cc1 | -2 | -6 | -0.1 | 2 | 0 | i | -4 | 4 | -0.7 | -4
COc1ccc(NC2CCCN(C(=O)CCc3cccc(Cl)c3)C2)cc1 (centres undefined) | 0 | 14 | 0.6 | 0 | -3 | i | 3 | 6 | -0.3 | 1
COc1ccccc1NC(=S)N1CCC(NC(=O)NC23CC4CC(CC(C4)C2)C3)CC1 | 3 | -1 | 1.0 | -3 | 5 | i | -3 | 10 | 0.2 | 7
C/C(CCC12CC3CC(CC(C3)C1)C2)=N\NC(N)=S | 10 | 4 | 0.5 | -1 | 6 | i | 2 | -10 | 0.0 | 34*
CC(C)(C)c1cc(C(=O)NCc2cccnc2)ccn1 | -2 | -1 | -0.8 | 3 | -25 | i | -2 | -2 | -1.9 | -2
Cc1ccc(C(=O)N/C(=C\c2cccs2)C(=O)NCCc2c[nH]c3ccccc23)cc1C | 4 | 4 | 0.5 | -9 | -6 | i | -4 | -2 | -1.2 | 10
Cc1ccc(NC(=O)c2cc(=O)[nH]c3ccccc23)cc1 | -1 | -3 | 0.0 | 2 | 8 | i | -3 | 3 | -1.9 | -1
O=C(COc1ccc(S(=O)(=O)N2CCCC2)cc1)NCC1CCCO1 (centres undefined) | 2 | 8 | -0.2 | 0 | -2 | i | 2 | -9 | -0.4 | -6
CCCCCCSc1cc(C)nc2ncnn12 | 1 | -3 | -0.5 | 3 | -11 | i | -3 | -3 | 1.7 | 1
COc1ccc(C2/C=C\CN3CCC[C@H]3C(=O)N2Cc2ccc(F)cc2)cc1 (some centres undefined) | -1 | -41 | -0.6 | -7 | -4 | i | 5 | 17 | -0.5 | -1
COc1cccc(/C=C/C(=O)OCC(=O)Nc2nnc(-c3ccccc3)o2)c1OC | 3 | 3 | -0.4 | 0 | -9 | i | -5 | 1 | -0.4 | 6

Full records from above.
CCCCCCSc1cc(C)nc2ncnn12 is entered as STEP block = 1; NRP1-CendR mod = -3; LMPTP inh = -0.5; DNMT1 inh = 3; Scp1 inh = -11; Neddyl block = i; SUMO1-SIM PPI = -3; SKN-1 block = -3; Tb MetRS inh = 1.7; NadD inh = 1
COc1ccc(C2/C=C\CN3CCC[C@H]3C(=O)N2Cc2ccc(F)cc2)cc1 (some centres undefined) is entered as STEP block = -1; NRP1-CendR mod = -41; LMPTP inh = -0.6; DNMT1 inh = -7; Scp1 inh = -4; Neddyl block = i; SUMO1-SIM PPI = 5; SKN-1 block = 17; Tb MetRS inh = -0.5; NadD inh = -1

As entered above.
NRP1-CendR mod, COc1cccc(/C=C/C(=O)OCC(=O)Nc2nnc(-c3ccccc3)o2)c1OC stands at 3
Scp1 inh, COc1ccc(C2/C=C\CN3CCC[C@H]3C(=O)N2Cc2ccc(F)cc2)cc1 (some centres undefined) stands at -4
NadD inh, O=C(COc1ccc(S(=O)(=O)N2CCCC2)cc1)NCC1CCCO1 (centres undefined) stands at -6

Assay outcomes (PubChem BioAssay)

This is a random part of the collection; overall some 4.6% were active at least once.
